# HEK293 tox: cytotoxicity counter-screen for GLP-1 receptor inverse agonists | HEK293 cAMP-luciferase reporter cells, luminescence, 24 h | Potency, µM (top dose mostly 38.3 µM), for inactives: at the top dose activity change, negative = inhibition, usual class: inhibitors | 410,000 compounds, 0.13% hits | AID 624418;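 also: loss of luciferase light is scored as toxicity; potency is read from the fitted curve at half-maximal effect; % is scaled to controls: 0 for no effect and ±100 for the full control effect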
#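 Cells in DMEM/10% Nu serum/1% pen-strep, 1536-well format. Pre-incubated 12 h, dosed with 23 nL compound, incubated a further 24 h. Luciferase detection, 12 min at room temp, luminescence.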
# PTHR1 ag: agonists of human PTHR1 parathyroid hormone receptor | Q03431 | HEK293 GP2 PTHR1 cells, GloSensor cAMP luminescence, 1 h | Potency, µM (doses to about 115 µM), inactives show top-dose activation, hits mostly activators | 410,000 compounds, 0.075% hits; also: potency is read from the fitted curve at half-maximal effect; nearly all actives have a fitted effect of over 55% in size; some results filed as inactive show a strong effect at the top dose; inactives centre near -15; many of its hits are not listed in these tables
# Target sequence (Q03431 whole entry, looked up): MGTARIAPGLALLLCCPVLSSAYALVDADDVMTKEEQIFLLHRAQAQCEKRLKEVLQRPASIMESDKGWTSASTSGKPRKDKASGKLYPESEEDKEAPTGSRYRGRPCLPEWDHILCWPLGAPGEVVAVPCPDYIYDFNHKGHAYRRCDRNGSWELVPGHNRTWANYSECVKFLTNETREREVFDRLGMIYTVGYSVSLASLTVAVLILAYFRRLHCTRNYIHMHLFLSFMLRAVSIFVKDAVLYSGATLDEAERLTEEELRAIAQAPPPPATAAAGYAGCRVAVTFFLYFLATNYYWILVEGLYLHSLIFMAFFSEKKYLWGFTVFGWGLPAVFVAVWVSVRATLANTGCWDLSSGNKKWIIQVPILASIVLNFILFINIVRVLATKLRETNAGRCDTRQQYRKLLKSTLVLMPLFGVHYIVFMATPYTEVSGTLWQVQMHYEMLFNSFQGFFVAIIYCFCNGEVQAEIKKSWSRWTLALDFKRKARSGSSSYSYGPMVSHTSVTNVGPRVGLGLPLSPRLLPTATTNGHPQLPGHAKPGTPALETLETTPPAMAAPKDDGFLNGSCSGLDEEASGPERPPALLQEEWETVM
#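 HEK-293-derived GP2 cells expressing PTHR1 and a GloSensor cAMP reporter, 3,000/well, plated overnight, given luciferin plus IBMX (each 0.5 mM as added) for 1 h at 37 °C, then compound for 1 h at 37 °C. Luminescence was read after 15 min at room temperature.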
# GLP1R inv ag: acts as inverse agonist at human GLP-1 receptor. 410,000 compounds, 1.6% hits. AID 624417. Potency, µM (series often up to 38.3 µM), for inactives: at the top dose activity change, negative = inhibition, hits mostly inhibitors. HEK293 GLP-1R CRE-luciferase, luminescence, 24 h; GLP-1R form is constitutively active; also: potency is read from the fitted curve at half-maximal effect; % is scaled to controls: 0 for no effect and ±100 for the full control effect; nearly all actives have a fitted effect of over 55% in size
# Target sequence (P43220 whole entry, looked up): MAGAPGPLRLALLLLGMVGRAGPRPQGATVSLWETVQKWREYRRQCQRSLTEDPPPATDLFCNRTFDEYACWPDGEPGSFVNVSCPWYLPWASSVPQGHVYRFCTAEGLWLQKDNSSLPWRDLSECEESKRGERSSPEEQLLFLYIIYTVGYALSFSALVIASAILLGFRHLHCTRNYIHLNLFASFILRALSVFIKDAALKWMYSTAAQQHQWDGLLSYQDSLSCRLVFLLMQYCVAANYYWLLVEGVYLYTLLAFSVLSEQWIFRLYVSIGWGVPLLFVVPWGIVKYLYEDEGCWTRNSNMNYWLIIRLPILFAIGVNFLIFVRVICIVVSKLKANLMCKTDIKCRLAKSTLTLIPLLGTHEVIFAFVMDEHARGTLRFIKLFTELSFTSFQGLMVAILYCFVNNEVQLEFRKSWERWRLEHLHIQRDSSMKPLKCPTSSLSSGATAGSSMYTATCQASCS
#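 GLP-1R inverse agonism mode: basal reporter luminescence in engineered HEK293 cells measured after one day of compound exposure at 37 deg C, with a 12 min room-temperature detection step.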
# TDP43 rescue: rescues yeast growth from TDP-43 toxicity. TDP-43 expressing yeast growth rescue, BacTiter-Glo, 24 h. AID 652104. Potency, µM (doses to about 46.1 µM), for inactives: at the highest dose growth rescue (activation), hits mostly activators. 410,000 compounds, 1.8% hits; also: potency is read from the fitted curve at half-maximal effect; % of control where 0% means no effect; nearly all actives have a fitted effect of over 50% in size
#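 Luminescence from BacTiter-Glo reports growth of TDP-43-expressing yeast after 24 hr at 30 deg C with compound. Cells were raffinose-pregrown to mid-log, then seeded in galactose medium at OD600=0.02.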
# Abeta rescue: A-beta toxicity reversal in yeast | Potency, µM (series often up to 46.1 µM), without a hit: top-dose growth rescue, usual class: activators | AID 1347071 | 410,000 compounds, 0.063% hits | yeast expressing A-beta42, growth rescue, OD600, 48 h; response scale: 0% DMSO, 100% iron-clioquinol control; also: potency is read from the fitted curve at half-maximal effect; nearly all actives have a fitted effect of over 55% in size
#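 Growth rescue measured by 600 nm absorbance after 48 h yeast culture at 30 C with compound. Values normalized between DMSO and an equimolar ferric chloride plus clioquinol control.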
# FUS yeast rescue: suppressors of FUS proteinopathy in yeast; 390,000 compounds, 0.24% hits; S. cerevisiae FUS-expressing, growth rescue, OD600, 24 h; Potency, µM (top dose mostly 76.6 µM), for inactives: at the top dose growth rescue (activation), most hits filed as activators; AID 1347120;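 also: potency is read from the fitted curve at half-maximal effect; plate controls were DMSO vehicle for no effect and reference control for full effect; nearly all actives have a fitted effect of over 55% in size; some results filed as inactive show a strong effect at the top dose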
#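 Compound concentration series was pinned onto galactose-induced FUS-expressing yeast seeded at OD 0.005. Plates sat 24hr at 30C; absorbance at 600 nm gave growth. DMSO served as background control.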
# aSyn yeast inh: rescues yeast growth from alpha-synuclein toxicity | Yeast expressing alpha-synuclein, growth rescue, BacTiter-Glo, 24 h | Potency, µM (series often up to 46.1 µM), inactives show top-dose growth rescue (activation), usual class: activators | 370,000 compounds, 0.14% hits | AID 652106; also: potency is read from the fitted curve at half-maximal effect; % of control where 0% means no effect; nearly all actives have a fitted effect of over 65% in size
#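 Galactose-induced alpha-syn yeast (OD600=0.02, raffinose-pregrown) + pinned cpd, 24 hr, 30 deg C; growth by BacTiter-Glo luminescence. Growth restoration scores as activation.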
# Mm-Cpn inhibitor: inhibitors of Methanococcus maripaludis chaperonin (MmCpn) | purified Mm-Cpn ATPase, ADP Transcreener TR-FRET | Potency, µM (doses to about 76.9 µM), for inactives: at the top dose activity, negative = inhibition, hits mostly inhibitors | 330,000 compounds, 0.031% hits | AID 504842; also: potency is read from the fitted curve at half-maximal effect; % is scaled to controls: 0 for no effect and ±100 for the full control effect; nearly all actives have a fitted effect of over 80% in size
#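 25 nM Mm-CPN + cpd, 10 min 37°C; + 10 uM ATP, 30 min 37°C; buffer 30 mM Tris pH 7.4, 100 mM KCl, 5 mM MgCl2, 1 mM DTT; Transcreener ADP HTRF detection 30 min RT.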
# pAkt inh: blocks phosphorylation of Akt; 360,000 compounds, 0.32% hits; Neuro2A IGF-stimulated pAkt S473 HTRF, 20 min; stronger effect = lower value; activity change, % for hits at 50 µM; AID 651550; in the data active = activity change below about -80%; inconclusive = mostly about -51% to -80%; also: % is scaled to controls: 0 for no effect and ±100 for the full control effect
#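 Neuro2A cells (4,500/well, DMEM with 0.5% FBS) were treated with compound at a single 50 µM final concentration, stimulated with 6 nM IGF for 20 min at 37 °C, and lysed. Phospho-Akt Ser473 was read by HTRF as 665/615 ratio ×10^4.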
# Numbers without * were called inactive; i = inactive; ? = inconclusive; . = not tested or not shown; [ ] = dose if it differs, or a comment. Unless noted, calls follow the shape of the dose curve; as a rule, active = well fitted curve in the direction sought with a large enough effect; inconclusive = small, poorly fitted or top-dose-only effect, or another doubt; inactive = no such curve, though single readings can be large; an effect the other way counts as inactive or inconclusive. Only part of the results is shown, so the mix of outcomes need not match the whole.
1) COC(=O)[C@@]1(Cc2ccc(F)cc2)[C@H]2c3cc(C(=O)N(C)C)n(CCc4c[nH]c5ccc(O)cc45)c3C[C@H]2CN1C(=O)c1ccccc1
2) COC(=O)c1ccc(CSc2nnc(NCc3ccccc3)s2)o1
3) CCc1ccc(NC(=O)CN(N=Nc2nonc2C)c2nonc2C)cc1
4) C=CCn1c(SCC(=O)N2CC(=O)Nc3ccccc32)nc2scc(-c3ccccc3)c2c1=O
5) CCn1c(SCC(=O)NC(C)(C)C)nnc1-c1ccccn1
6) COC(=O)c1[nH]c2ccc(Cl)cc2c1NC(=O)CN1CCc2cc(OC)c(OC)cc2C1
7) CCCCC(CC)CNC(=O)CCCn1c(=O)[nH]c2ccsc2c1=O (stereo not given)
8) O=C(Nc1ccccc1N1CCCCC1)c1ccc([N+](=O)[O-])o1
assay / compound,1,2,3,4,5,6,7,8
TDP43 rescue,28%,21%,14%,0%,-4%,4%,0%,16%
PTHR1 ag,-2%,-3%[57.5 µM],i,-3%[57.5 µM],i,-27%[57.5 µM],i,i
Abeta rescue,-8%,4%,10%,-5%,-5%,24%,-11%,11%
aSyn yeast inh,-1%,5%,4%,2%,-2%,2%,.,-9%
Mm-Cpn inhibitor,.,-3%,0%,-5%,1%,-1%,.,1%
HEK293 tox,4%,-12%,3%[0.307 µM],-15%,9%,1%,3%,0%
pAkt inh,i,i,i,i,i,i,.,i
FUS yeast rescue,16µM*,-9%,-13%,44%,2%,18%,16%,-14%
GLP1R inv ag,7%,0%,2%[0.307 µM],-26%,13%,-16%,-5%,?

# Full records as entered above. Order of values: TDP43 rescue | PTHR1 ag | Abeta rescue | aSyn yeast inh | Mm-Cpn inhibitor | HEK293 tox | pAkt inh | FUS yeast rescue | GLP1R inv ag
# C=CCn1c(SCC(=O)N2CC(=O)Nc3ccccc32)nc2scc(-c3ccccc3)c2c1=O is listed with 0% | -3%[57.5 µM] | -5% | 2% | -5% | -15% | i | 44% | -26%
# COC(=O)[C@@]1(Cc2ccc(F)cc2)[C@H]2c3cc(C(=O)N(C)C)n(CCc4c[nH]c5ccc(O)cc45)c3C[C@H]2CN1C(=O)c1ccccc1 is listed with 28% | -2% | -8% | -1% | . | 4% | i | 16µM* | 7%
# CCn1c(SCC(=O)NC(C)(C)C)nnc1-c1ccccn1 is listed with -4% | i | -5% | -2% | 1% | 9% | i | 2% | 13%
# CCCCC(CC)CNC(=O)CCCn1c(=O)[nH]c2ccsc2c1=O (stereo not given) is listed with 0% | i | -11% | . | . | 3% | . | 16% | -5%

# Returning to the listing, starting 4 compounds before the break.
5) CCn1c(SCC(=O)NC(C)(C)C)nnc1-c1ccccn1
6) COC(=O)c1[nH]c2ccc(Cl)cc2c1NC(=O)CN1CCc2cc(OC)c(OC)cc2C1
7) CCCCC(CC)CNC(=O)CCCn1c(=O)[nH]c2ccsc2c1=O (stereo not given)
8) O=C(Nc1ccccc1N1CCCCC1)c1ccc([N+](=O)[O-])o1
9) CCCCn1c(=O)c(CCC(=O)OCC(=O)NC(C)c2ccccc2)nc2ccccc21 (stereo not given)
10) COc1ccc(C(=O)COC(=O)CCc2nc3ccccc3[nH]c2=O)cc1Br
11) O=C(NCC1CCCCC1)c1csc([C@@H]2C[C@H](O)[C@@H](CO)O2)n1
12) CC(=O)c1cccc(NC(=O)NNC(=O)c2ccc(Cl)cc2Cl)c1
13) O=C(Nc1nnc(-c2cc(Cl)ccc2Cl)o1)c1ccco1
14) Cc1ccc(SCC(=O)N2CCN(S(=O)(=O)c3cccs3)CC2)cc1
15) CCOc1cc(/C=C2\N=C(C)OC2=O)cc(Br)c1OCC(=O)OC
16) COc1cc(NC(=S)Nc2ccccn2)c(OC)cc1Cl
assay / compound,5,6,7,8,9,10,11,12,13,14,15,16
TDP43 rescue,-4%,4%,0%,16%,10%,21%,7%,13%,-6%,29%,-14%,9%
PTHR1 ag,i,-27%[57.5 µM],i,i,i,i,-6%,-14%,i,-12%,i,i
Abeta rescue,-5%,24%,-11%,11%,3%,-12%,-6%,-14%,14%,21%,-3%,2%
aSyn yeast inh,-2%,2%,.,-9%,-5%,5%,0%,3%,-3%,1%,?,-4%
Mm-Cpn inhibitor,1%,-1%,.,1%,-1%,-5%,.,2%,-1%,1%,2%,1%
HEK293 tox,9%,1%,3%,0%,8%,7%,-6%,1%,-1%,-6%,18%,?
pAkt inh,i,i,.,i,i,i,i,i,i,i,i,i
FUS yeast rescue,2%,18%,16%,-14%,33%,-10%,-19%,-16%,-6%,8%,-1%,-22%
GLP1R inv ag,13%,-16%,-5%,?,32%[activator],49%[activator],15%,-21%,8%,1%,22%,?

17) COc1ccc(S(=O)(=O)Nc2cc(C)on2)cc1
18) O=c1cc(-c2ccccc2)oc2ccc(Cl)cc12
19) COc1cccc(NC(=O)CSC2=Nc3ccccc3C3=NC(CC(=O)NCc4ccc5c(c4)OCO5)C(=O)N23)c1 (stereo not given)
20) O=Cc1cn(-c2ccccc2)nc1-c1cc2ccccc2oc1=O
21) CC1CCCN(C(=O)CSCC(=O)N=c2sc3ccccc3n2C)C1 (stereo not given)
22) COc1cc2nc(CN3CCN(C(C)=O)CC3)[nH]c(=O)c2cc1OC
23) O=C(Nc1nnc(COc2ccc(Cl)cc2)s1)c1ccc([N+](=O)[O-])cc1
24) CCOC(=O)N1CCC2(CC1)C(C#N)=C(N)Oc1c2sc2nc(C)cc(C)c12
assay / compound,17,18,19,20,21,22,23,24
TDP43 rescue,7%,-9%,5%,-20%,?,11%,19%,-2%
PTHR1 ag,-7%,-6%,-5%,i,i,i,-10%,i
Abeta rescue,14%,2%,-4%,4%,-10%,-15%,6%,9%
aSyn yeast inh,2%,1%,.,-3%,7%,-2%,-3%,-8%
Mm-Cpn inhibitor,-24%,.,.,0%,-1%,-4%,-2%,0%
HEK293 tox,?,-35%,-7%,14%,-12%,1%,-5%,-25%
pAkt inh,i,i,.,i,i,i,i,i
FUS yeast rescue,-15%,.,25µM*,16%,8%,2%,-10%,-1%
GLP1R inv ag,4%,4%,-6%,15%,-12%,4%,-1%,-2%

25) CSc1nnc([C@@H]2CCCN2C(=O)OC(C)(C)C)o1
26) CCn1c(C)nc2cc(C(=O)NN=C(C)c3ccc(C#N)cc3)ccc21
27) COc1cccc(C(C)(O)c2nc(-c3ccc4c(c3)OCO4)cs2)c1 (stereo not given)
28) O=C1O[C@H](CO)[C@@H](O)[C@H](O)[C@H]1O
29) O=C(Nc1cccc(O)c1)C(Cc1ccccc1)N1C(=O)c2cccc3cccc(c23)C1=O (stereo not given)
30) CCOC(=O)N/N=C/c1cn(Cc2ccccc2Cl)c2ccccc12
31) COCCCOc1cc(NCc2ccccc2)c2ncn(C(C)C)c2c1
32) CCN(CC(=O)NCc1cccs1)C(=O)c1ccc(NS(=O)(=O)c2ccc(F)cc2)cc1
assay / compound,25,26,27,28,29,30,31,32
TDP43 rescue,5%,-13%,?,23%,1%,22%,0%,-19%
PTHR1 ag,3%,29%,-31%,-24%,i,-7%,-24%,i
Abeta rescue,5%,-19%,5%,-16%,11%,3%,9%,-14%
aSyn yeast inh,-4%,-2%,-3%,1%,0%,0%,-13%,-2%
Mm-Cpn inhibitor,-3%,3%,.,.,0%,0%,-4%,-1%
HEK293 tox,23%[7.66 µM],10%,3%,-4%,-3%,11%,-3%,11%
pAkt inh,i,i,i,i,i,i,i,i
FUS yeast rescue,-5%,20%,12%,-44%,15%,.,-9%,11%
GLP1R inv ag,-8%[7.66 µM],25%,-26%,-9%,-20%,7.9µM*,-14%,5%

33) Cc1ccccc1/C=N\NC(=O)c1csnn1
34) COc1ccc(CC(=O)NCc2csc(-c3cccs3)n2)cc1OC
35) C=CCON/C(CCC)=C1\C(=O)CC(C)(C)CC1=NC
36) CCN1CCN(Cc2ccc(NC(=O)c3ccc(C)c(NC(=O)c4csc(-c5ccncc5)n4)c3)cc2C(F)(F)F)CC1
37) COc1cccc(OCCCN2CCCCCC2)c1
38) O=C(Nc1ccccn1)c1ccc2ccccc2n1
39) COCCOC(=O)c1c(C)oc2ccc(OC(=O)c3ccc4c(c3)OCO4)cc12
40) COC(=O)[C@@H](NC(=O)Nc1ccc(C(C)=O)cc1)C(C)C
41) O=C1N=C(N2CCOCC2)S/C1=C/c1ccc(-c2ccccc2Cl)o1
assay / compound,33,34,35,36,37,38,39,40,41
TDP43 rescue,2%,-1%,-4%,8%,-10%,8%,-2%,-19%,14%
PTHR1 ag,-5%,-25%,i,0%,-3%,-40%[inhibitor],-9%,i,-9%
Abeta rescue,7%,-2%,25%,-6%,11%,-30%,5%,-12%,-2%
aSyn yeast inh,4%,-3%,-11%,-5%,0%,2%,-6%,-8%,-1%
Mm-Cpn inhibitor,-1%,-25%,3%,1%,0%,0%,4%,1%,-1%
HEK293 tox,4%,-1%,0%,?,1%,0%,-11%,-10%,42%[activator]
pAkt inh,i,i,i,i,i,i,i,i,i
FUS yeast rescue,-25%,11%,-8%,41%,10%,9%,24%,3%,-4%
GLP1R inv ag,3%,-14%,1%,-6%,-15%,-4%,?,0%,-9%
